Source: PubChem
TcdB GH inh – TcdB glycohydrolase inhibition; TcdB glycohydrolase enzymatic assay, plate reader; AID 652162; 0.24% of 350,000 active; inhibition, % at 9.99 µM; in the data active means inhibition above about 10%
PrPC TRFRET – cell surface PrPC inhibition, primary TR-FRET screen. TR-FRET read-out. inhibition, % at 13.8 µM. 0.43% of 370,000 active; in the data active means inhibition above about 24%; further: 0% = median of the test wells and 100% = reference compound wells
PfHsp40 rescue – restores yeast growth despite PfHsp40 toxicity; growth rescue, % at 12.5 µM; AID 504582; 0.68% of 340,000 active; S. cerevisiae expressing PfHsp40, growth rescue, ATP luminescence; in the data active means growth rescue above about 28%, passing the limit was not always enough; inconclusive means no clear call, values can overlap the other calls;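 further: yeast W303a lacking pdr1 and pdr3 grown in galactose medium; growth measured after three days at 30 °C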
BoNT-A LC inh2 – BoNT A light chain protease inhibition; 0.17% of 360,000 active; inhibition, % at 10 µM; multiplex microsphere protease substrate cleavage, flow cytometry; further: plate controls were buffer without enzyme for full effect and enzyme alone for no effect
CCHFV vOTU inh – blocks the CCHF virus ovarian tumor domain protease; CCHFV vOTU protease, Pep-AMC fluorescence; inhibition, % at 11.5 µM; 0.55% of 370,000 active; AID 651958; in the data active means inhibition above about 30%; further: 0% = vehicle wells with enzyme and 100% = no enzyme wells
Y pestis TopoI – inhibitors of Yersinia pestis topoisomerase I. Y. pestis Topo-I cleavage product accumulation, plate reader. 0.064% of 360,000 active. activity, % at 10 µM; in the data active means activity above about 50%, passing the limit was not always enough; inconclusive means no clear call, values can overlap the other calls; further: inactives centre near 2
Anthrax LF prot – blocks Bacillus anthracis lethal factor protease. P15917. AID 588501. 0.12% of 360,000 active. multiplex microsphere protease cleavage assay, LF. inhibition, % at 10 µM; further: plate controls were buffer without enzyme for full effect and enzyme alone for no effect
Target sequence (P15917 whole entry, looked up): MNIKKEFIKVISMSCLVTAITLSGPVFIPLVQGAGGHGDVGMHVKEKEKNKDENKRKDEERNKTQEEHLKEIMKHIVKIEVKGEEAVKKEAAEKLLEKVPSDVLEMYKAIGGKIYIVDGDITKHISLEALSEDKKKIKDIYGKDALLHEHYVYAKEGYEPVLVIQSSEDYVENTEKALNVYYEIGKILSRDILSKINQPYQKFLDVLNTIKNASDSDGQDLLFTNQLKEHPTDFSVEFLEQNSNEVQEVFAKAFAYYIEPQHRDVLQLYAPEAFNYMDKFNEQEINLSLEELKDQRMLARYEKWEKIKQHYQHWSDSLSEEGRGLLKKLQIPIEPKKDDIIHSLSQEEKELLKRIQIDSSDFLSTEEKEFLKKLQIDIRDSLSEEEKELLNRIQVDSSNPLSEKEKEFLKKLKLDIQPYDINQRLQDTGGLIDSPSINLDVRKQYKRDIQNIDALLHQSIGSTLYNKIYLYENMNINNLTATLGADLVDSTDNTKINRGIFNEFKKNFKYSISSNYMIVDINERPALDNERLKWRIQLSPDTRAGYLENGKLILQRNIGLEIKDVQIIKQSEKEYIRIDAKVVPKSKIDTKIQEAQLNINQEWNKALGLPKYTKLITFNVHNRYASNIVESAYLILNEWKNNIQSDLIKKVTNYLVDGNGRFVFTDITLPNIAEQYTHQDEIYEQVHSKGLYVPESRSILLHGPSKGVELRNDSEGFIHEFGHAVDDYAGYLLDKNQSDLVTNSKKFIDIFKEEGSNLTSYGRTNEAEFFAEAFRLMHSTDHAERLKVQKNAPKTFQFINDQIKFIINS
BoNT-F LC inh – inhibitors of Botulinum neurotoxin F light chain protease | Multiplex microsphere protease cleavage assay, flow cytometry | inhibition, % at 10 µM | 0.22% of 360,000 active | AID 588497; in the data active means inhibition above about 35%, passing the limit was not always enough; inconclusive means no clear call, values can overlap the other calls; further: plate controls were buffer without enzyme for full effect and enzyme alone for no effect
FadD28 binding – M. tuberculosis FadD28 bisubstrate binding inhibition; FadD28 bisubstrate probe binding, fluorescence polarization; inhibition, % at 12.5 µM; 0.22% of 360,000 active; in the data active means inhibition above about 8.5%, passing the limit was not always enough; inconclusive means no clear call, values can overlap the other calls
An asterisk follows results filed as active; ? = inconclusive; · = not tested or not shown. Unless noted, no stated cut-off is given here; in the data, active means inhibition above about 30%; inconclusive means no clear call, values can overlap the other calls; inactive means below that. Compounds as they come; about 2.3% have a hit in one of these screens.

SMILES | TcdB GH inh | PrPC TRFRET | PfHsp40 rescue | BoNT-A LC inh2 | CCHFV vOTU inh | Y pestis TopoI | Anthrax LF prot | BoNT-F LC inh | FadD28 binding
O=C(Nc1ccccc1)C1=C(c2ccccc2)S(=O)(=O)CCS1(=O)=O | 1.3 | 33* | 0.1 | -0.3 | 6 | -1 | 0 | -3 | -2.0
CCNC(=S)NNC(=O)CSc1nc2ccccc2n1C | 1.2 | -8 | -0.2 | -5.0 | -10 | -2 | 16 | ? | -2.3
Cc1cc(/C=C2/C(=N)N3C(=NC2=O)SN=C3S(C)(=O)=O)c(C)n1-c1ccc(F)cc1 | 0.6 | -6 | -0.7 | 0.5 | 5 | 2 | -3 | 3 | -4.0
CC1CCCN(C(=S)SCC(=O)O)C1 (stereo not drawn) | · | -2 | 0.2 | 0.4 | -7 | -2 | 0 | -2 | -1.0
CC(C)c1cc(C(F)(F)F)n2nc(C(=O)Nc3ccc4c(c3)OCO4)cc2n1 | · | 2 | 0.3 | 0.1 | -6 | 3 | 3 | -9 | -0.3
Cc1ccc(Cl)cc1N1CCN(C(=O)CN2C(=O)c3cccc4cccc2c34)CC1 | · | -5 | 0.5 | 1.0 | 7 | 8 | -3 | -40 | -0.5
Cn1c2c(c(=O)n1-c1ccccc1)CSCC2 | 1.7 | -5 | 1.5 | 0.5 | -3 | -5 | 1 | 0 | -0.7
Cc1ccc(C(=O)OCC(=O)N(C)c2ccccc2)cc1C | 1.1 | -1 | -0.8 | 4.0 | 16 | 17 | -4 | 24 | -0.5
CCCc1nnc(NC(=O)CCC(=O)N2CCN(C3c4ccccc4-c4ccccc43)CC2)s1 | 0.6 | 1 | -0.8 | -0.1 | -10 | 10 | 2 | -2 | -2.2
Cn1c(=O)n(-c2ccccc2)c(=O)c2c3c(sc21)COC(C)(C)C3 | · | 5 | -0.6 | -0.3 | -5 | 3 | -1 | -8 | -0.6
COc1cc(C(=O)NCc2ccco2)c(Br)c(OC)c1OC | · | -1 | -0.1 | -0.1 | -10 | 0 | 0 | 1 | -0.4
CN1OC[C@@H]2CN(C(=O)CCc3ccccc3)[C@H](c3ccc(N4CCCCC4)cc3)C[C@@H]21 | -0.6 | -3 | · | -1.3 | 7 | · | 0 | 1 | -1.2
CC(C)CNC(=O)c1cccc(Cn2cc(Cl)cn2)c1 | · | -1 | -1.0 | -0.1 | -5 | -2 | 0 | 4 | -2.6
CCCOc1ccc(-c2nc(N3CCN(CC)CC3)c3ccccc3n2)cc1 | 2.1 | 0 | 2.4 | 1.2 | 3 | 4 | -16 | -9 | -1.8
Cc1cc(=O)[nH]c(SCC(=O)Nc2ccc(Br)cc2)n1 | 1.3 | 0 | 0.1 | 0.4 | 6 | 4 | -2 | 1 | -3.5
CCCCCCCC/C=C\CCCCCCCC(=O)NCCO | 1.7 | -7 | 67* | -1.1 | 4 | 25 | -3 | -10 | 15*
S=C(NCCCCN(Cc1ccc(Cl)cc1)c1ccc(Br)cn1)NCCCc1cnc[nH]1 | 1.6 | -20 | · | -0.5 | 0 | -33 | -6 | -20 | -5.4
COc1ccc(N/C(=C2\CCCC2=O)C2CCCCC2)cc1 | 0.3 | 8 | -0.8 | -0.7 | 8 | 41 | -2 | -1 | -0.5
CCCCCCC(=O)N(O)C1CC(=O)N(Cc2ccccc2)C1=O (stereo not drawn) | · | 3 | -0.7 | 0.5 | -2 | -6 | 17 | 2 | -1.4
CCOc1ccc(CN(C)C(=O)c2ccc(S(=O)(=O)N(C)c3ccccc3OC)cc2)cc1 | -4.6 | 16 | 3.0 | 1.4 | 12 | 25 | -6 | 8 | -2.6
CCN(CC(=O)Nc1ccc(C(=O)OC)cc1)C1CCCCC1 | 0.5 | 0 | -0.9 | -1.4 | -9 | 10 | -2 | 0 | -1.1
Cc1csc(NC(=O)Nc2ccc(Cl)cc2)n1 | · | 7 | -0.7 | -0.8 | -27 | 3 | -7 | 1 | -1.7
CCCc1[nH]nc2c1C(c1ccoc1)C(C#N)=C(N)O2 (stereo not drawn) | -0.2 | -8 | -1.4 | 0.1 | -12 | -1 | -2 | 4 | -3.5
CCOc1ccc(NC2=CC(=O)C(=O)c3ccccc32)cc1 | 1.4 | -14 | 12 | -0.7 | 91* | -11 | -5 | -13 | -1.6
O=S(=O)(CCNC1CC1)NC1CCCCC1 | 0.4 | -6 | 0.4 | 0.1 | -5 | 1 | 2 | -1 | -4.0
COc1ccccc1Oc1ccc2c(c1)C(=O)N(c1ccccc1)C2=O | · | -4 | -0.8 | 0.0 | -5 | 17 | -2 | -7 | -3.2
CCN1C(=O)c2cccc3c(S(=O)(=O)NC(Cc4c[nH]c5ccccc45)C(=O)O)ccc1c23 (stereo not drawn) | · | -3 | 0.7 | 0.9 | 6 | -6 | -1 | -3 | -1.2
O=C(CCc1nc2ccccc2c(=O)[nH]1)NCc1ccco1 | 2.0 | 2 | -2.2 | -0.4 | -11 | -1 | -7 | -3 | ?
O=C(Cc1ccccc1)Oc1ccc([N+](=O)[O-])cc1 | 1.1 | -15 | -0.9 | -3.8 | 0 | -7 | 3 | ? | -1.0
O=C(Nc1ccc(N2CCOCC2)cc1)c1ccccc1SCC(=O)N1CCCC1 | -1.0 | -1 | -1.6 | -0.1 | -16 | 4 | -1 | -2 | -3.6
OCCC1CN(Cc2cc(F)ccc2-n2cccn2)CCN1C1CCCC1 (stereo not drawn) | -0.8 | 0 | 0.8 | 0.3 | 13 | 8 | -5 | -1 | -4.5
CCOP(=O)(Cc1ccc(C#N)o1)OCC | -1.1 | 6 | 0.0 | ? | -2 | -11 | 3 | ? | -3.0
Cc1ccc(C)c(OCC(O)CNC2CCCC2)c1 (stereo not drawn) | 1.3 | 1 | -0.6 | -3.3 | -7 | 6 | 10 | ? | -4.9
CCCNC(=O)COC(=O)/C=C/c1ccc2c(c1)OCO2 | -0.1 | 7 | 0.3 | -0.5 | -12 | 2 | 0 | -2 | -5.6
CCOc1ccc(NC2CCCCC2NS(=O)(=O)c2ccccc2)cc1 (stereo not drawn) | 0.7 | -1 | -2.4 | 0.8 | 8 | 13 | -4 | 5 | 1.4
CC(C)CC(N)c1csc(Nc2ccc(C(=O)NCCO)cc2)n1 (stereo not drawn) | 0.9 | 4 | · | -0.3 | 3 | -8 | -4 | -1 | -0.3
O=C(NC(C(=O)N/N=C/c1cc([N+](=O)[O-])ccc1O)c1n[nH]c(=O)c2ccccc12)c1ccccc1 (stereo not drawn) | 0.4 | -13 | 82* | 2.7 | 15 | -1 | 4 | 3 | -1.5
Cc1ccc(S(=O)(=O)N2CCCOC2CNC(=O)C(=O)NCCC2=CCCCC2)cc1 (stereo not drawn) | · | 2 | -0.9 | -0.6 | 7 | 20 | -3 | -7 | 0.2
CC(=O)CCc1c(C)[nH]c2ccc(NC(C)=O)cc2c1=O | · | 12 | -2.9 | -0.6 | 4 | 3 | -6 | -12 | -2.2
Cc1cccc(C)c1OCC(=O)NNC(=O)Nc1ccc(Cl)cc1 | 1.3 | 0 | 0.5 | -1.2 | -15 | 3 | -6 | -7 | -0.9
CC(C)CNc1ncnc2c1ncn2[C@H]1CN(Cc2ccc3c(c2)OCO3)C[C@@H](CO)O1 | 0.7 | 6 | · | -0.3 | -5 | 4 | -8 | -4 | -0.6
CN(C)c1ccc(/C=C(\NC(=O)c2ccccc2)C(=O)NCc2ccncc2)cc1 | -1.2 | -13 | -0.1 | 1.1 | 12 | 3 | -3 | 3 | ·
CSc1n[nH]c(NC2=CC(=O)CCC2)n1 | · | -3 | -0.3 | -0.4 | -3 | 10 | -6 | -4 | 0.5
Cc1cccc(NC2(C(F)(F)F)N=C(c3ccccc3)NC2=O)n1 (stereo not drawn) | 0.4 | · | -0.4 | -1.0 | · | 5 | 2 | 0 | -6.1
COc1ccc(-c2nsc3c(SCc4ccccc4)ncnc23)cc1 | · | -3 | 0.4 | 4.6 | 1 | 3 | 3 | 0 | -3.8
Cc1ccc(-c2nc3c(c(=O)c4ccccc4n3C)c(=O)n2Cc2ccco2)cc1 | 1.0 | 12 | 1.3 | 2.6 | 8 | 25 | 17 | ? | -2.0
COc1cccc(C(=O)N/N=C2/SCC(=O)N2CCc2ccc(OC)c(OC)c2)c1 | · | -4 | 0.2 | -0.9 | -9 | -7 | -2 | -2 | -3.3
O=c1[nH]cc(S(=O)(=O)N2CCCc3ccccc32)c(=O)[nH]1 | 0.6 | -1 | -0.5 | 0.7 | -2 | 8 | 5 | 6 | 0.4
CCC(NC(=O)c1cc(COc2cncc(Cl)c2)on1)c1ccc(C)cc1 (stereo not drawn) | -8.2 | 13 | 10.0 | 0.0 | 26 | 33 | 0 | -3 | -11
CN(C)S(=O)(=O)c1cccc(NC(=O)COC(=O)/C=C/c2ccc([N+](=O)[O-])cc2)c1 | 1.1 | -13 | 0.6 | -0.6 | 10 | -21 | -5 | -3 | -2.7
OC(COCc1cccs1)CN1CCN(c2cccc(C(F)(F)F)c2)CC1 (stereo not drawn) | · | 1 | -0.1 | 0.2 | 2 | 19 | -1 | 0 | -0.4
CC(C)Oc1ccc(N2CC(C(=O)OCC(=O)NCc3ccccc3)CC2=O)cc1 (stereo not drawn) | · | 4 | -1.0 | 0.1 | -3 | 4 | 0 | -4 | -1.1
O=C(CCc1ccccc1)NC1CCS(=O)(=O)C1 (stereo not drawn) | 1.8 | 1 | -0.1 | · | 18 | -2 | · | · | -0.4
CCOC(=O)c1[nH]c(C)c(CN(CCc2ccccc2)S(C)(=O)=O)c1C | 1.1 | 5 | 0.3 | -1.6 | 5 | -5 | -3 | -12 | -4.0
O=C(CCNS(=O)(=O)c1ccc(Cl)cc1)N1CCOCC1 | 0.4 | 6 | -0.4 | -1.4 | 2 | 7 | 2 | 4 | -0.7
COc1ccc(CCC(=O)NC(C)C2CCCO2)cc1 (stereo not drawn) | 0.8 | 0 | -1.1 | 3.5 | -10 | -2 | -2 | 27 | 1.2
Cc1ccc(NC(=O)c2cccc(-n3cnnn3)c2)cc1Cl | -1.8 | 17 | -1.4 | 1.1 | 8 | -2 | -3 | -1 | -3.7
COc1ccccc1-c1ccc(C(=O)O)o1 | · | 1 | -0.1 | -0.6 | -3 | 4 | -4 | -11 | -0.7
Cc1nc2ccc(Br)cn2c1NC(C)(C)C | · | -4 | -0.4 | 0.4 | 1 | 4 | -2 | 0 | 0.7
O=C(CNCC1CCCCC1)Nc1ccccc1N1CCCCC1 | · | 9 | 0.1 | 0.0 | 7 | 12 | -12 | -34 | -1.6

Record cards (already shown).
CN1OC[C@@H]2CN(C(=O)CCc3ccccc3)[C@H](c3ccc(N4CCCCC4)cc3)C[C@@H]21 across the screens: TcdB GH inh: -0.6; PrPC TRFRET: -3; PfHsp40 rescue: ·; BoNT-A LC inh2: -1.3; CCHFV vOTU inh: 7; Y pestis TopoI: ·; Anthrax LF prot: 0; BoNT-F LC inh: 1; FadD28 binding: -1.2
Cc1ccc(NC(=O)c2cccc(-n3cnnn3)c2)cc1Cl across the screens: TcdB GH inh: -1.8; PrPC TRFRET: 17; PfHsp40 rescue: -1.4; BoNT-A LC inh2: 1.1; CCHFV vOTU inh: 8; Y pestis TopoI: -2; Anthrax LF prot: -3; BoNT-F LC inh: -1; FadD28 binding: -3.7

The list continues:
SMILES | TcdB GH inh | PrPC TRFRET | PfHsp40 rescue | BoNT-A LC inh2 | CCHFV vOTU inh | Y pestis TopoI | Anthrax LF prot | BoNT-F LC inh | FadD28 binding
Cc1ccc(-c2noc(CCCc3ccccc3)n2)cc1 | · | 3 | -0.9 | 0.4 | 18 | -7 | 2 | 8 | -1.9
CNC(=O)/C(=C\c1cccc(Oc2ccccc2)c1)NC(=O)c1ccccc1 | · | -6 | 1.0 | 0.6 | -18 | 5 | 0 | 20 | -0.6
CC1(C)C(=O)Nc2ccccc2N1C(=O)COC(=O)c1cc([N+](=O)[O-])ccc1N | 1.6 | -12 | -1.4 | -0.2 | 4 | 4 | -1 | -3 | -3.1
Cc1cc(NC(=O)CN2CCCC(C)C2)n(-c2nc3ccccc3s2)n1 (stereo not drawn) | · | -10 | -1.2 | -0.3 | 18 | 0 | -1 | -4 | -0.1
